# Source: PubChem (National Center for Advancing Translational Sciences (NCATS))
# uPA surface inh = inhibitors of cell surface uPA generation; cell surface uPA generation assay, qHTS; Potency, µM (titrated, usually from 38.3 µM), inactives show at the top dose activity change, negative = inhibition, most hits filed as inhibitors; hit rate 0.31% among 330,000; AID 540303; active = well fitted inhibition curve with a large enough effect; inconclusive = small, poorly fitted or top-dose-only effect; inactive = no such curve, though single readings can be large or run the other way; tested in mouse RAW 264.7 cells; note: % is set by controls: 0 for no effect and ±100 for the full control effect; nearly all actives have a fitted effect of over 55% in size
# BRCA1 expr up = increases BRCA1 expression; MCF7-BRCA1-FFLuc reporter, luminescence, 48 h; response scale: scaled: vehicle 0%, 10 µM genistein 100%; Potency, µM (series often up to 46.1 µM), inactives show at the highest dose activation, actives largely listed as activators; hit rate 1.1% among 380,000; note: nearly all actives have a fitted effect of over 80% in size; some results filed as inactive show a strong effect at the top dose
#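 Quantitative HTS in MCF7 cells stably reporting BRCA1 expression via firefly luciferase. Compound treatment lasts 48 h at 37 °C in phenol-red free MEM. Activation is expressed relative to genistein at 10 microM and DMSO.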
# RORgamma inh = blocks mouse ROR gamma transcriptional activity | Drosophila S2 Gal4-RORgamma UAS-luciferase reporter, 20 h | hit rate 5.4% among 310,000 | Potency, µM (top dose mostly 53.6 µM), for the others: top-dose activity change, negative = inhibition, hits mostly inhibitors | P51450; note: % is set by controls: 0 for no effect and ±100 for the full control effect; nearly all actives have a fitted effect of over 60% in size
# Target sequence (P51450 whole entry, looked up, the tested form may be a part): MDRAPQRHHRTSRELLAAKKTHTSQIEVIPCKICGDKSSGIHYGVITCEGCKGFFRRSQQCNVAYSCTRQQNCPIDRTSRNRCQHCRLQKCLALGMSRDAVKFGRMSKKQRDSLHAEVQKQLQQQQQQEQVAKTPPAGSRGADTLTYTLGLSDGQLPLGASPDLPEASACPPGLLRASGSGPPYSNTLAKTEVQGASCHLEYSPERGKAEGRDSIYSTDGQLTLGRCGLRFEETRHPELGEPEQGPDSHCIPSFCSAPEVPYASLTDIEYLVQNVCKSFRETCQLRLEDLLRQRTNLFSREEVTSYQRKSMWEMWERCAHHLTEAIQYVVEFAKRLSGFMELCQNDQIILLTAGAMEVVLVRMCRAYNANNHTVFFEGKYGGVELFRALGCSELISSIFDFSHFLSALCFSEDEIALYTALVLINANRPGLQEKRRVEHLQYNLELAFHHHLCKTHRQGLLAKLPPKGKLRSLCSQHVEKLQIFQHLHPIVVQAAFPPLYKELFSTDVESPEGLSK
#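 ROR gamma transcriptional activity was tracked as Gal4-UAS luciferase output in stably transfected Drosophila Schneider cells, with compound added 1 hr before 700 uM copper sulfate induction and a 20 hr ambient-temperature incubation.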
# p53 reactivation = mutant p53 re-activation in reporter cells; hit rate 0.063% among 320,000; H1299 p53-A138V BP100-luciferase reporter, luminescence, 24 h; Potency, µM (highest dose often 92.2 µM), inactives show at the top dose activity change, positive = activation, usual class: activators; note: % of control where 0% means no effect; nearly all actives have a fitted effect of over 45% in size
#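 H1299 (p53-null), stable ts p53-A138V + BP100-Luc; 1000 cells/well, Opti-MEM/10% FBS; cpd 4 pt, 1:5; 24 h, 37 deg C, 5% CO2; detection reagent 10 min RT; luminescence.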
# NPC1 prom act = NPC1 promoter activation | Huh7 NPC1 promoter luciferase reporter, 24 h | Potency, µM (titrated, usually from 9.22 µM), without a hit: at the top dose activation, most hits filed as activators | hit rate 2.4% among 320,000 | AID 485313;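 note: % of control where 0% means no effect; nearly all actives have a fitted effect of over 60% in size; reporter is driven by a mutant NPC1 promoter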
#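 Stable NPC1-promoter luciferase Huh7 line; cpd (DMSO) 24 h, 37 °C, 5% CO2; Amplite luciferase reagent 10 min RT; luminescence readout. qHTS format.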
# ELG1 genotox = genotoxicity induction in ELG1-luciferase HEK293T cells; Potency, µM (doses to about 46 µM), for inactives: at the highest dose activity change, positive = activation, actives largely listed as activators; HEK293T ELG1-luciferase reporter, luminescence, 16 h; hit rate 1.3% among 330,000; note: % of control where 0% means no effect; nearly all actives have a fitted effect of over 60% in size
#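 Reporter readout depends on ELG1 protein level, which increases with genetic stress. After 16 hr compound exposure at 37 °C, luciferase activity was quantified using ONE-Glo.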
# Rab9 prom act = activators of Rab9 promoter; hit rate 2.8% among 320,000; Potency, µM (titrated, usually from 9.22 µM), without a hit: at the top dose activation, negative = inhibition, usual class: activators; AID 485297; Huh7 Rab9 promoter-luciferase reporter, luminescence, 24 h; note: % of control where 0% means no effect; nearly all actives have a fitted effect of over 60% in size
#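 Rab9 promoter-driven luciferase in stably transfected Huh7 cells; 1500 cells/well rested 2 h, exposed to compound in DMSO for 24 h at 37 °C, 5% CO2. Luminescence read 10 min after adding luciferase reagent at ambient temperature.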
# MBNL1 CUG block = MBNL1-poly(CUG) RNA binding inhibition; Potency, µM (series often up to 57.5 µM), for inactives: top-dose activity change, negative = inhibition, usual class: inhibitors; AID 2675; TR-FRET MBNL1-His/biotin-(CUG)12 binding, 665/545 ratio; hit rate 0.036% among 280,000; Q9NR56; active = well fitted inhibition curve with a large enough effect in the signal ratio, with a control signal flat, not every such curve was filed as active; inconclusive = small, poorly fitted or top-dose-only effect, or effect the other way, or a change in a side signal; inactive = no such curve, though single readings can be large or run the other way; the % refers to the signal ratio; note: % is set by controls: 0 for no effect and ±100 for the full control effect
#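 Inhibition of protein-RNA binding appears as loss of TR-FRET between terbium anti-His antibody on MBNL1-His and streptavidin-XL665 on biotin-(CUG)12. Activity is normalized to buffer-only and uninhibited-complex controls.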
# FLuc modulator = firefly luciferase modulation, counter-screen for miR-21 project | purified FLuc, Km substrates, luminescence inhibition | hit rate 6.9% among 360,000 | Potency, µM (doses to about 57.5 µM), without a hit: at the highest dose activity change, negative = inhibition, hits mostly inhibitors;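 note: plate controls were vehicle for no effect and reference inhibitor for full effect; nearly all actives have a fitted effect of over 55% in size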
# Target sequence (P08659 whole entry, looked up): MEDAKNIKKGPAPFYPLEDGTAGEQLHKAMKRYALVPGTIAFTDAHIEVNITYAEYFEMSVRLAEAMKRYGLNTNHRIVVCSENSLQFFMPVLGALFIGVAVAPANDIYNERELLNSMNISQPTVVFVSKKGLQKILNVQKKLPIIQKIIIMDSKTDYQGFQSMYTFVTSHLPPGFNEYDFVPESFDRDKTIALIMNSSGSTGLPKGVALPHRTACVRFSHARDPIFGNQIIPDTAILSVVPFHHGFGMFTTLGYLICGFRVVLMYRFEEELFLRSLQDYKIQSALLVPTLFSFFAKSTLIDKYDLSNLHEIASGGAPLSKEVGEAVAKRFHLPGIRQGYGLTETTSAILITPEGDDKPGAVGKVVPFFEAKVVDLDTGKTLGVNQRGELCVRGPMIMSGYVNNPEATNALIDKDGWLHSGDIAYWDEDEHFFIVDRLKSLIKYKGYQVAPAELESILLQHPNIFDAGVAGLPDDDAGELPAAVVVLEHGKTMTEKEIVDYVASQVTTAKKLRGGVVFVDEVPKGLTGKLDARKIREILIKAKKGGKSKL
#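 Purified P. pyralis luciferase (10nM final) with 10uM D-luciferin and 10uM ATP (Km levels) in 50mM Tris acetate pH 7.5, 10mM Mg acetate, 0.01% Tween-20, 0.05% BSA; qHTS 6-point titration, ~60 µM downward; luminescence read.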
# VP16 counter = inhibits Gal4-VP16 luciferase reporter, ROR gamma counter-screen; Drosophila S2 Gal4-VP16 UAS-luciferase, luminescence, 20 h; Potency, µM (highest dose often 53.6 µM), without a hit: at the highest dose activity, negative = inhibition, usual class: inhibitors; hit rate 3.5% among 310,000; AID 2546;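 note: Gal4-VP16 expression switched on by copper sulfate through the metallothionein promoter; % is set by controls: 0 for no effect and ±100 for the full control effect; nearly all actives have a fitted effect of over 50% in size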
# An asterisk follows results filed as active; ? = inconclusive; . = no result given; [ ] = dose if it differs, or a comment. Unless noted, calls come from the whole dose curve; as a rule, active = well fitted curve in the direction sought with a large enough effect; inconclusive = small, poorly fitted or top-dose-only effect, or another doubt; inactive = no such curve, though single readings can be large; an effect the other way counts as inactive or inconclusive. Potency is the fitted concentration of half-maximal effect.
mol	RORgamma inh	BRCA1 expr up	MBNL1 CUG block	p53 reactivation	uPA surface inh	NPC1 prom act	Rab9 prom act	VP16 counter	ELG1 genotox	FLuc modulator
COc1ccc(-c2cc3ncccc3cn2)cc1	.	0%	.	?	10µM*	2.2µM*	?	.	?	5.4µM*
COc1cc(C(=O)Nc2nnc(C(C)(C)C)s2)c([N+](=O)[O-])cc1OC	-1%	-1%	?	-8%	-4%	1%	-6%	-6%	0%	-1%
COC(=O)Cc1c(C)c2cc(Cl)c(OC(=O)c3ccco3)cc2oc1=O	-5%	2%	38%[activator]	5%	-1%	-1%	-3%	15%	0%	?
C=COCCNC(=S)Nc1cccc(Cl)c1	6.3µM*	1%	-13%	-4%	-10%	0%	-12%	?	-2%	3%
CC1CCN(S(=O)(=O)c2cnc[nH]2)CC1	-3%	-9%	-2%	6%	9%	-6%	-1%	-4%	1%	-2%
O=C(CCNC(=O)c1ccccc1Cl)OCC(=O)c1ccccc1	6%	0%	-1%	5%	0%	-2%	-2%	4%	2%	-19%
COc1ccc(-c2cc(C(=O)Nc3ccc(S(N)(=O)=O)cc3)c3ccccc3n2)cc1OC	-3%	-15%	6%	-6%	6%	2%	-1%	-1%	3%	-6%
NC(=O)[C@@H]1CCCN1Cc1c(C(=O)N2CCc3ccccc3C2)nc2ccc(Cl)cn12	11%	-4%	1%	-7%	-1%	-6%	3%	-3%	-3%	2%
COc1ccccc1N/C=C(\C#N)c1nc2ccccc2[nH]1	?	-41%	-2%	8%	-18%	-16%	-28%	-14%	9%	3.4µM*
CN(CC1CCCO1)S(=O)(=O)c1ccc(C(=O)Nc2ccc([N+](=O)[O-])cc2)cc1 (stereo not given)	14%	-60%	?	-4%	-20%	-6%	-11%	?	-20%	3%
CC(C)CNc1nc(=S)nc(N(C)C)[nH]1	1.8µM*	-9%	-8%	5%	.	-1%	-3%	4.5µM*	0%	-1%
CCOC(=O)C1CCN(Cc2nc(-c3ccc(OC)c(OC)c3)no2)CC1	-26%	-1%	-3%	-7%	-5%	-1%	-6%	4%	0%	0%
CCOC(=O)c1sc(=S)n(-c2ccccc2)c1SC	-39%	-1%	?	-3%	-5%	-3%	4%	-15%	-2%	-2%
CCOC(=O)C1=C(c2ccccc2)OC(N)=C(C#N)C1c1cccs1 (stereo not given)	20%	16%	?	20%	.	-1%	8%	-6%	0%	-5%
O=C(COc1cccc2ccccc12)Nc1ccc(Cl)cc1C(=O)O	-2%	-22%	-4%	23%	-1%	-2%	9%	0%	-5%	?
O=C(/C=C/Nc1ccc(F)c(Cl)c1)c1ccccc1	31%	43%	8%	?	-22%	?	3.5µM*	0%	18µM*	2.4µM*
COc1ccc(CSc2nc(O)cc(=O)n2CC(C)C)cc1F	18%	-1%	-3%	-13%	1%	1%	-1%	-20%	1%	0%
COc1cc2cnc(-c3ccccc3)c(-c3ccc(C#N)cc3)c2cc1OC	.	-48%	.	-14%	-2%	1%	0%	.	-7%	3%
CCN(CC)CCNC(=O)C(C)c1nn(C)c(=O)c2ccccc12 (stereo not given)	4%	22%	-9%	3%	-4%	2%	5%	-3%	-2%	1%
O/N=C/c1cccc[n+]1CCCCCC[n+]1ccccc1/C=N/O	0%	-6%	?	1%	-1%	-3%	10%	2%	0%	-2%
O=C(Nc1cccnc1)c1cccc(S(=O)(=O)N2CCCCC2)c1	9%	0%	-5%	1%	2%	1%	5%	0%	-7%	2%
COc1ccc(C(=O)C[n+]2cc(Br)cc3ccccc32)cc1[N+](=O)[O-]	10%	-52%	?	-5%	22%	-4%	1%	0%	6%	0%
Cc1ccc(NC2Sc3ccccc3NC2=O)cc1 (stereo not given)	11µM*	-37%	-4%	-5%	-1%	4µM*	1.4µM*	?	?	2.1µM*
Cc1ccccc1CN1CCCC(C(=O)Nc2ccc(-c3ccn[nH]3)cc2)C1 (stereo not given)	39%	-7%	-3%	-13%	-6%	-3%	-1%	-2%	-8%	1%
CCN(CC)Cc1oc(-c2ccccc2)cc1C(=O)O	-10%	-3%	-12%	3%	7%	1%	-4%	2%	2%	1%

# Further compounds follow.
mol	RORgamma inh	BRCA1 expr up	MBNL1 CUG block	p53 reactivation	uPA surface inh	NPC1 prom act	Rab9 prom act	VP16 counter	ELG1 genotox	FLuc modulator
COC(=O)[C@]1(C)N[C@H](CN(C)S(=O)(=O)c2ccc(-c3ccccc3)cc2)[C@@H]2C(=O)N(Cc3ccccc3)C(=O)[C@@H]21	.	-36%	.	0%	-5%	.	.	.	-7%	.
COC(=O)COc1ccc(S(=O)(=O)NCCC2=CCCCC2)cc1C	?	-5%	-11%	-2%	.	8%	-4%	?	2%	5%
Cc1ccc(Sc2c([N+](=O)[O-])ncn2C)cc1	0%	0%	13%	-11%	-11%	-6%	-1%	-2%	-2%	5%
O=C1c2nc3cc(-c4ccco4)[nH]n3c(=O)c2CN1C1CCCCC1	-7%	40%	.	7%	?	28%	14%	-11%	?	2.4µM*
CC(C)C(C)NC(=O)CN1C(=O)NC(c2ccccc2)(c2ccccc2)C1=O (stereo not given)	33%	9%	-10%	0%	-1%	0%	0%	1%	-9%	1%
COc1ccc(OC)c(S(=O)(=O)NCc2ccccc2)c1	1%	4%	0%	2%	.	-2%	2%	0%	3%	4%
CCOc1ccccc1N1CCN(C(=O)NCc2ccc(C)cc2)CC1	7%	-2%	-4%	2%	4%	0%	0%	-9%	-1%	-1%
Cc1cccc(N=C2NC(=O)C(CO)(CO)S2)c1	0%	-4%	7%	.	-1%	-1%	5%	0%	-1%	-1%
COc1ccc(-c2ccnc(-c3ccncc3)n2)cc1	-14%	12%	-8%	17%	-1%	-33%[inhibitor]	-26%	-5%	8%	?
CCN1C[C@@H]2[C@@H]3C(=O)N(Cc4ccccc4)C(=O)[C@@H]3[C@](Cc3ccccc3)(C(=O)OC)N2C1=NC1CCCCC1	.	-5%	.	-5%	-21%	.	.	.	-3%	.
COc1ccc(N2CCN(S(=O)(=O)c3c(C)nc4sccn4c3=O)CC2)cc1	15%	5%	-6%	10%	9%	-3%	0%	4%	-4%	6%
CC(NC(=O)CSCc1ccccc1Br)c1ccccc1 (stereo not given)	33%	-3%	-7%	-6%	4%	0%	1%	5%	4%	0%
COc1cccc(CN(C)C(=O)c2cc(S(=O)(=O)NCc3ccccc3)ccc2C)c1OC	.	-24%	.	-7%	-8%	0%	3%	.	-7%	0%
O=C(Nc1ccccc1C(F)(F)F)c1cccnc1	-8%	-25%	2%	-5%	1%	8%	0%	-3%	2%	0%
CCC(CC)C(=O)Nc1cccc(/C(C)=N\NC(=O)c2ccc(C)s2)c1	-40%	0%	1%	11%	-6%	-3%	8%	-2%	0%	?
C=C1CCC[C@]2(C)C[C@H]3OC(=O)C(CNC(C)CC)[C@H]3CC12 (stereo not given in full)	-3%	-51%	8%	-3%	?	-3%	-5%	0%	-5%	0%
CCOC(=O)C1=C(c2ccccc2)Nc2ncnn2C1c1ccccn1 (stereo not given)	-9%	0%	-16%	5%	1%	3%	-1%	-19%	4%	-1%
Cc1ccc(S(=O)(=O)Nc2ccc(F)c(S(=O)(=O)N3CCOCC3)c2)cc1	.	-7%	.	-4%	-9%	.	.	.	-2%	.
O=C(COc1ccccc1)NC1CCSc2ccccc21 (stereo not given)	.	9%	.	0%	0%	0%	2%	.	4%	-16%
Cc1ccc(NC(=O)C2CCC(=O)N2)cc1C (stereo not given)	-13%	-1%	3%	-2%	-2%	-2%	-1%	-6%	-4%	3%
CC1(c2ccccc2)O[C@@H]2C[C@H]3[C@@H]4CCC5=CC(=O)C=C[C@]5(C)[C@@]4(F)[C@@H](O)C[C@]3(C)[C@]2(C(=O)CO)O1 (stereo not given in full)	?	-39%	-3%	-1%	3%	-3%	-8%	1%	6%	-2%
Cc1ccc(CSc2nc(-c3ccccc3)c(C#N)c(=O)[nH]2)cc1	3%	0%	20%	12%	5%	-1%	-5%[1.84 µM]	-1%	-5%	-1%
Cc1ccccc1CSCCNS(C)(=O)=O	16%	3%	2%	-1%	.	-5%	0%	17%	-2%	1%
O=C(Nc1ccc(N2CCCCC2)cc1)c1ccc(F)cc1	-14%	?	-3%	28%	0%	0.89µM*	0.45µM*	?	1.6µM*	1.2µM*
CCCCN(C(=O)c1cccc(S(=O)(=O)N(C)c2ccc(C)cc2)c1)c1c(N)n(CCCC)c(=O)[nH]c1=O	.	3%	.	-3%	-8%	-3%	-5%	.	3%	1%

# (list continues)
mol	RORgamma inh	BRCA1 expr up	MBNL1 CUG block	p53 reactivation	uPA surface inh	NPC1 prom act	Rab9 prom act	VP16 counter	ELG1 genotox	FLuc modulator
O=C(CCc1ccc(S(=O)(=O)N2CCOCC2)cc1)Oc1ccccc1	-8%	10%	-6%	-7%	.	-4%	7%	-4%	0%	-1%
Cc1cc2nc(CCN3CCOCC3)n(S(=O)(=O)c3ccc(C(C)(C)C)cc3)c2cc1C	12%	37%	5%	6%	6%	1%	-2%	1%	0%	-10%
O=C1C2CC=C(Cl)CC2C(=O)N1CCN1CCOCC1 (stereo not given)	-15%	-20%	-13%	0%	5%	2%	4%	4%	3%	0%
CCc1nnc(NS(=O)(=O)c2ccc(Nc3ccc([N+](=O)[O-])c4nonc34)cc2)s1	-25%	-1%	?	-1%	0%	-7%	1%	-14%	0%	15µM*
